# Assay outcomes (PubChem)
# STAT3 inh: IL-6 driven STAT3 reporter inhibitors, primary screen, U3A cells, luciferase, luminescence, MLSCN library; IL-6 STAT3-luciferase reporter; host cell line lacks STAT1; inhibition, % at 5.5 µM; actives 0.89% (n = 190,000);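 active means inhibition above the mean inhibition across all screened compounds plus 3 SD, cut at about 44% in these data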;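 further: 0% = DMSO only wells and 100% = 100 µM nifuroxazide control wells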
# NF-kB neuron act: activators of NF-kB expression in neurons, primary screen, cell-based, HTS | actives 1.6% (n = 190,000) | human neuronal cells, NF-kB reporter expression; active compounds read high | fold change at 12.5 µM | AID 1239, 2008; in the data active means fold change above about 3.3
# Hsp70 act: Hsp70 transcriptional activators, primary screen, cell-based, HeLa, Hsp70 promoter luciferase, luminescence, 10 µM; HeLa Hsp70 promoter luciferase reporter; scaled: vehicle 0, proteasome-inhibitor control 100%; activation, % at 10 µM; actives 0.04% (n = 200,000);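 active means activation above the mean across all tested compounds plus 3 SD, cutoff set per campaign, cut at about 5.5% in these data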;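 further: 100% = MG132 at 30 µM as the positive control and 0% = DMSO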
# HMGR II inh: inhibitors of E. faecalis class II HMGR, primary screen, biochemical, Enterococcus faecalis; HMG-CoA reductase (Enterococcus faecalis, mvaE); purified E. faecalis HMGR, NADPH absorbance 340 nm kinetic; inhibition, % at 10 µM; actives 0.41% (n = 190,000); AID 1066, 2008;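 active means inhibition above a set limit, the median over all tested compounds plus 3 SD, cut at about 9.5% in these data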;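 further: enzyme runs in reverse so mevalonate oxidation gives rising NADPH absorbance; 0% = complete reaction with DMSO and 100% = background rate lacking mevalonate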
# APP 5'UTR act: activators of APP 5'UTR luciferase reporter, primary screen, SH-SY5Y cells; SH-SY5Y APP 5'UTR luciferase reporter, luminescence; zero percent = DMSO vehicle wells; activation, % at 2 µM; actives 1% (n = 190,000); AID 1276, 2008;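 active means activation above a set limit, based on mean plus 3 SD of controls, cut at about 140% in these data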; further: values of inactives mirror those of a sister screen read the other way
# TLR4-MyD88 BLA: inhibitors of TLR4-MyD88 association in cells, primary screen, cell-based, HeLa CL3-4, BLA complementation, FRET ratio; Toll-like receptor 4 (Homo sapiens) + Myeloid differentiation primary response protein …; HeLa CL3-4 TLR4/MyD88 BLA complementation; inhibition, % at 8.4 µM; actives 0.18% (n = 200,000); AID 861, 2007; in the data active means inhibition above about 25%;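 further: 0% = vehicle and 100% = reference inhibitor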
# Target sequence (O00206 whole entry, looked up): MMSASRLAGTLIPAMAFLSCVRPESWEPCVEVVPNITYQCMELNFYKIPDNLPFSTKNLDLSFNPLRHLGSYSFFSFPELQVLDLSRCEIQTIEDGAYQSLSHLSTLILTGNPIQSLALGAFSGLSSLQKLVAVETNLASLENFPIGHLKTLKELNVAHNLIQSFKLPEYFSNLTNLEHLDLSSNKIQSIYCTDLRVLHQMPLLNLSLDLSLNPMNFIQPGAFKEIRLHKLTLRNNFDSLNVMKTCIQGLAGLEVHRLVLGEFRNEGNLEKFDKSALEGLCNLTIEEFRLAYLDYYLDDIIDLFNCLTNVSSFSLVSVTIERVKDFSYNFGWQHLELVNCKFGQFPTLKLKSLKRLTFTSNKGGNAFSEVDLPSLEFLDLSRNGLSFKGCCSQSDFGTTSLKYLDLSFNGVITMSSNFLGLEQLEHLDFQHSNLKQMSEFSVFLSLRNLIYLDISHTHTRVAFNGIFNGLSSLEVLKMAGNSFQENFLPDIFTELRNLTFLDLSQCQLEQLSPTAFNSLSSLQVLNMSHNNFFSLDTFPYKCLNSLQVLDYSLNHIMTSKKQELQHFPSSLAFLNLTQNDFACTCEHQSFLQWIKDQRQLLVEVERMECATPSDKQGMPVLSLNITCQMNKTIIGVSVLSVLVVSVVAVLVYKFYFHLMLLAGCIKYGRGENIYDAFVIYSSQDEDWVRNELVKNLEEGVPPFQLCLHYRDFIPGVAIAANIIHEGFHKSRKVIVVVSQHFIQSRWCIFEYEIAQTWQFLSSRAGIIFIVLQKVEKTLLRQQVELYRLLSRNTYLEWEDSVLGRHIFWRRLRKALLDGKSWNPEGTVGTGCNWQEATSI
# Target sequence (Q99836 whole entry, looked up): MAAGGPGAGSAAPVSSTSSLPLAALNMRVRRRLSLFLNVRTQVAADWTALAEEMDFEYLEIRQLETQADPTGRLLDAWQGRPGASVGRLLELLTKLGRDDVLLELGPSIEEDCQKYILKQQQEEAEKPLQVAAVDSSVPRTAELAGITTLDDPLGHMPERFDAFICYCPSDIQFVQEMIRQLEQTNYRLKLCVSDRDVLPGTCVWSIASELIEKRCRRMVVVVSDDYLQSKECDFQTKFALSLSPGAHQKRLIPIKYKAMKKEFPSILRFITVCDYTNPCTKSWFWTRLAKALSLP
# STAT1 blocker: STAT1 signaling inhibitors, primary screen, cell-based, HTS, luciferase reporter. actives 0.35% (n = 200,000). inhibition, % at 5.5 µM. NIH 3T3 STAT1-luciferase reporter, IFN-gamma, luminescence. AID 920, 2007;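 active means inhibition above a set limit, the mean inhibition across all tested compounds plus 3 SD, cut at about 34% in these data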;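 further: 0% = IFN-gamma with DMSO and 100% = IFN-gamma with 300 µM nifuroxazide; values of inactives mirror those of a sister screen read the other way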
# STAT1 act: STAT1 signaling activators, primary screen, cell-based, HTS, luciferase reporter. NIH 3T3 STAT1-luciferase reporter, IFN-gamma, luminescence; 100% = IFN-gamma alone, no compound. activation (% of control), % at 5.5 µM. actives 2.6% (n = 200,000). AID 932, 2007;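 active means activation above the screen-wide mean activation plus 3 SD, cut at about 130% in these data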;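 further: raw ratio to IFN-gamma control signal so 100% means no change and 0% no light; values of inactives mirror those of a sister screen read the other way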
# STAT3 activator: IL-6 driven STAT3 reporter potentiators, primary screen, U3A cells, luciferase, luminescence, MLSCN library | IL-6 STAT3-luciferase reporter; 100% = signal with IL-6 EC80 alone | activation (% of control), % at 5.6 µM | actives 0.91% (n = 190,000);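 active means activation above the screen-wide mean of compound activation plus 3 SD, cut at about 130% in these data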;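 further: 0% = background luminescence of wells with medium and substrate only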
#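 Material: human U3A cells carrying STAT3-luciferase construct. Measured by: reporter luminescence signal. Timing: compound 1 h, then IL-6 6 h at 37 °C.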
# Redox H2O2 prof: compounds producing H2O2 with reducing agent – biochemical, NIH compound library profiling, artefact control for MLSCN library redox annotation, primary screen. DTT-dependent redox cycling H2O2, phenol red/HRP absorbance; 100% = 100 µM peroxide control, 0% = buffer. activation, % at 10 µM. actives 0.03% (n = 200,000). AID 878, 2007;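 active means activation of at least 50% relative to the plate's high and low controls in the primary single-dose screen; inactive means activation below 50%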;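 further: compound incubated with DTT at 0.8 mM final as the reducing agent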
# The depositor's hits bear a star; x = no result given.
SMILES,STAT3 inh,NF-kB neuron act,Hsp70 act,HMGR II inh,APP 5'UTR act,TLR4-MyD88 BLA,STAT1 blocker,STAT1 act,STAT3 activator,Redox H2O2 prof
CC(CNCC1CCCO1)COc1ccccc1 (configuration not stated),4,0.86,-0.2,0,-11,1,4,96,102,0.3
FC(F)(F)c1cc(C(F)(F)F)c2ccc(Oc3ccccc3)nc2n1,0,1.1,-0.3,-6,7,2,-4,104,105,1.7
O=C(CCl)NC(=O)NC12CC3CC(CC(C3)C1)C2,-1,1.8,-0.5,-2,6,9,-8,107,103,-0.2
Cc1cccc(-c2nc(CSCC(=O)NCc3cccs3)c(C)o2)c1,7,0.99,0.0,-5,7,1,3,97,99,-0.8
O=C(NCc1ccccc1)N[C@@H](Cc1ccccc1)C(=O)O,0,1.2,-0.3,-1,-2,5,-6,105,103,3.3
COc1cccc(CNc2ccc([N+](=O)[O-])cc2C)c1,3,0.97,-0.3,0,-5,3,-2,103,100,0.3
CN1C(=O)SC(Nc2ccc(F)cc2)C1=O (configuration not stated),-4,1,0.0,1,-14,-4,0,100,108,-1.7
CCOC(=O)C1=C(C)NC2(O)c3ccccc3C(=O)C12O (configuration not stated),1,0.89,-0.1,-1,10,-2,10,91,103,1.9
Cc1cc(Nc2ccc(Cl)cc2)n2nnnc2n1,10,1.2,-0.1,0,0,-13,9,92,96,-0.3
Cc1ccc(OS(=O)Nc2cccc3nccnc23)cc1 (configuration not stated),10,1.2,-0.5,-1,5,-2,0,100,97,0.2
NC(=O)c1ccccc1NS(=O)(=O)c1ccc2c(c1)OCCO2,10,1.5,-0.3,-6,0,-5,7,94,98,-17
CC1Cc2ccccc2N1C(=O)CSc1nnnn1Cc1ccccc1 (configuration not stated),-6,0.92,-0.1,3,-4,-7,2,99,108,-1.5
O=C(NCc1cccnc1)c1ccccc1Br,8,1,-0.1,3,14,-12,-4,104,98,2.5
O=C(Nc1nc2ccc(F)cc2s1)c1cccs1,19,7.4*,0.4,-1,112,1,-60,159*,87,0.1
O=C(CSC1=NC(=O)C(c2ccccc2)C(=O)N1)Nc1ccccc1[N+](=O)[O-] (configuration not stated),-6,1.3,0.1,-5,-15,7,-5,105,104,-1.5
O=[N+]([O-])c1cc(Cl)cc(C2=NCCN2)c1,7,1.3,0.0,2,-4,-7,5,95,96,0.7
O=C(NCc1nnc(SCC(=O)N2CCC(Cc3ccccc3)CC2)o1)c1ccccc1F,15,0.75,-0.2,0,11,-2,-7,107,92,0.0
Cc1ccc(OCC(=O)NCc2cccs2)c([N+](=O)[O-])n1,-3,1.4,0.0,2,19,-2,-6,104,106,-0.5
COc1ccc(Cc2nnc(SCC(=O)c3ccc(OC)cc3)o2)cc1,8,1.7,-0.1,-1,17,-7,-3,103,97,-6.6
O=C(CCCCCNC(=O)c1ccccc1)N/N=C/c1ccccc1,8,0.93,-0.4,0,-13,-3,0,100,95,-0.3
Cc1ccc(CC(NC(=O)c2ccccc2)C(=O)NC(Cc2ccccc2)C(=O)O)cc1 (configuration not stated),12,1.3,0.6,0,-11,-13,0,102,94,-0.6
O=C(O)CCC(=O)Nc1ccc(N=Nc2ccccc2)cc1,2,1.2,-0.3,4,0,1,-9,109,99,-0.6
O=C(NCc1ccccc1)c1cc(S(=O)(=O)N2CCOCC2)ccc1F,4,0.92,-0.1,-6,-16,1,7,94,100,-1.9
NC1=NC(=O)S/C1=C\c1ccc(F)cc1,8,0.91,0.1,24*,-2,0,1,99,100,-1.6
COCc1cccc(NC(=O)Cc2cccc3ccccc23)c1,6,0.88,-0.1,-5,14,-6,6,93,98,-1.3
Cc1cc(N2CCN(C)CC2)nc2ccc(NC(=O)CCC(=O)NCCC3=CCCCC3)cc12,6,x,-0.2,x,9,12,2,98,100,2.0
COc1ccc(CN(C(=O)Cn2nnc3ccccc32)C(C(=O)NC(C)(C)C)c2ccco2)cc1 (configuration not stated),6,1.3,-0.3,-4,7,6,6,95,97,1.0
CCCCNC(=S)N(Cc1ccco1)Cc1cc2cc3c(cc2[nH]c1=O)OCCO3,-2,0.53,0.2,-4,3,-3,-11,110,101,-0.3
C=CCn1c(Cc2ccc(OC)cc2)nnc1SCC(=O)NCCc1ccccc1,-6,0.96,0.0,-6,-2,-11,1,99,108,109*
CCN(CC)C(=O)CSc1nc(O)cc(=O)n1-c1ccccc1OC,5,x,0.0,x,5,-9,6,95,102,-0.1
COc1ccccc1CNC(=O)CNC(=O)c1cn(-c2ccccc2OC)c(=O)c2ccccc12,-4,1.1,-0.2,2,25,-8,-10,108,106,-0.2
O=C(NCc1cccnc1)c1ccc(CS(=O)(=O)c2ccc(Cl)cc2)o1,20,0.79,-0.3,-2,x,-15,4,97,88,3.4
CCc1cccc(NC(=O)CN(C)S(=O)(=O)c2cnc[nH]2)c1,5,1.3,0.4,-1,3,6,4,97,101,0.7
CC(C)c1nc2n[nH]c(N)c2c2c1CSC(C)(C)C2,-10,0.94,-0.4,3,-3,10,2,98,115,-0.2
Cc1cc2nc(C3CCCN(C(=S)Nc4ccccc4)C3)[nH]c2cc1C (configuration not stated),6,0.55,-0.4,-2,-13,-5,13,88,96,2.6
Cc1c(NC(=O)c2ccc(Cl)c(S(=O)(=O)N3CCOCC3)c2)c(=O)n(-c2ccccc2)n1C,-2,0.99,-0.2,-2,-15,-12,1,99,106,2.6
O=C(NCc1ccc(F)cc1)c1ccc(S(=O)(=O)Nc2cccc(C(F)(F)F)c2)cc1,-3,0.94,-0.6,-2,4,-9,7,93,101,-0.4
O=C(CSc1n[nH]c(-c2ccncc2)n1)c1cccc([N+](=O)[O-])c1,9,1.1,-0.2,1,12,-17,4,95,98,0.4
CCOCCCNC(=O)C(c1ccccc1)N(Cc1ccc2c(c1)OCO2)C(=O)CNC(C)=O (configuration not stated),0,0.91,-0.2,-5,-1,-7,0,100,103,2.0
CC(C)Oc1ccc(C(CC(=O)O)NC(=O)C2CCCCC2)cc1 (configuration not stated),4,0.9,-0.2,-4,2,-2,-6,106,100,-0.1
CC1Cc2ccccc2N1C(=O)COC(=O)C1=COCCO1 (configuration not stated),2,1.1,-0.3,-1,-6,-1,-10,108,104,0.6
CN(C)CCCN(C(=O)c1ccco1)c1nc2ccc(Cl)cc2s1,18,1.2,-0.2,-1,20,0,1,98,88,-1.1
CC(=O)Nc1ccccc1OCC(=O)c1cc(C)n(Cc2cccs2)c1C,79*,0.47,0.9,0,17,10,7,95,37,-1.9
CC(=O)N1/C(=C/c2ccc(N(C)C)cc2)C(=O)c2ccccc21,4,1.5,0.0,-2,-81,2,14,86,100,-1.4
O=C(Nc1ccccc1N1CCOCC1)c1cc(-c2ccco2)nc2ccccc12,3,0.33,-0.3,-1,6,-15,16,101,98,0.3
CC(=O)c1cccc(NC(=S)NC(=O)CC(C)(C)C)c1,-5,1.7,-0.1,0,29,9,-21,119,115,1.9
O=C(N/C(=C\c1ccccc1)C(=O)N1CCN(CCO)CC1)c1ccccc1,7,0.9,-0.4,-1,16,-16,5,95,96,-0.2
Nc1nc(Br)c2ccccc2c1-c1ccc(F)cc1,4,0.86,-0.3,-1,10,-3,-2,102,101,-0.3
COc1ccc(/C=N/Nc2cc(C)nc(-n3nc(C)cc3C)n2)cc1,-9,0.61,-0.3,-1,5,-9,-8,107,103,0.8
CCC1Oc2ccccc2N(CC(=O)Nc2ccccc2OC)C1=O (configuration not stated),4,1.3,0.1,-2,-5,1,-2,102,100,1.3
CC1(C)Cn2c(nnc2-c2ccccc2)S1,1,1,-0.1,0,0,3,-6,108,99,0.3
CN(c1ccccc1)c1nc(N)c(C#N)c(CC#N)c1C#N,-1,1.1,-0.3,-9,6,-10,16,86,97,0.7
CCN1C(=O)C(CC(=O)Nc2ccc(OC)cc2)N(CCCN2CCN(c3ccc(F)cc3)CC2)C1=S (configuration not stated),10,1.1,-0.4,-3,-6,3,14,86,94,-0.4
CCCN1C2CCCC1CC(NC(=O)Nc1cccc(C(C)=O)c1)C2 (configuration not stated),0,1.3,0.2,2,19,-10,-2,102,104,15
COCC(=O)Nc1sc2c(c1C(=O)OC)CCC(C)C2 (configuration not stated),5,1.1,-0.2,-4,12,-1,-12,111,100,4.2
COc1cccc(C(=O)/C=C/c2ccc(N3CCCCC3)c([N+](=O)[O-])c2)c1,-9,0.95,0.0,1,-3,4,-12,111,108,2.5
CCCCNC(=O)c1cccc(NC(=O)C(=O)c2ccccc2NC(C)=O)c1,11,1.4,-0.2,-8,-11,4,8,93,90,-0.7
CC(C(=O)OCn1nnc2ccccc2c1=O)N1C(=O)c2ccccc2C1=O (configuration not stated),4,0.86,0.6,5,19,9,3,97,99,8.1
Cc1cc(C)cc(OCC(=O)Nc2ccc(N3CCN(S(C)(=O)=O)CC3)cc2)c1,9,1.1,-0.4,2,-17,-13,0,100,97,4.1
CC(C)=N/N=c1\scc(C)n1Cc1ccco1,7,1.1,-0.2,-1,17,3,-1,101,100,-0.4

# Record cards, from the list above. Values in the order: STAT3 inh, NF-kB neuron act, Hsp70 act, HMGR II inh, APP 5'UTR act, TLR4-MyD88 BLA, STAT1 blocker, STAT1 act, STAT3 activator, Redox H2O2 prof
# Listed for CCCN1C2CCCC1CC(NC(=O)Nc1cccc(C(C)=O)c1)C2 (configuration not stated) : 0, 1.3, 0.2, 2, 19, -10, -2, 102, 104, 15
# Listed for Cc1cc(C)cc(OCC(=O)Nc2ccc(N3CCN(S(C)(=O)=O)CC3)cc2)c1 : 9, 1.1, -0.4, 2, -17, -13, 0, 100, 97, 4.1
# Listed for CN(c1ccccc1)c1nc(N)c(C#N)c(CC#N)c1C#N : -1, 1.1, -0.3, -9, 6, -10, 16, 86, 97, 0.7

# New compounds follow:
SMILES,STAT3 inh,NF-kB neuron act,Hsp70 act,HMGR II inh,APP 5'UTR act,TLR4-MyD88 BLA,STAT1 blocker,STAT1 act,STAT3 activator,Redox H2O2 prof
CCCCC(=O)Nc1cccc(NC(=O)c2cccc(Br)c2)c1,17,1.1,-0.3,6,0,-14,10,90,94,-0.5
O=C(Cn1c(=O)c2sccc2n(Cc2ccc([N+](=O)[O-])cc2)c1=O)NCCc1ccccc1,-2,1.2,-0.2,-7,-13,5,-5,105,106,-0.6
CCCSc1ncc(Cl)c(C(=O)Nc2ccc(S(=O)(=O)N3CC(C)OC(C)C3)cc2)n1 (configuration not stated),17,1.2,-0.6,3,3,4,1,99,91,0.2
C=CCNC(=O)/C(C#N)=C\c1cc(Cl)c(OCC)c(OC)c1,19,0.97,-0.1,-4,7,-14,-1,101,86,0.3
COc1ccc(CN2C(=O)NC3(CCCCC3)C2=O)cc1F,2,1.1,-0.2,-5,-3,-12,18,83,99,0.3
